Screening data as filed in PubChem BioAssay.
B2AR arrestin – agonists driving beta-arrestin recruitment to human beta2-adrenergic receptor | P07550 | beta-arrestin recruitment to beta2AR, cell-based reporter | Potency, µM (titrated, usually from 46.1 µM), without a hit: at the top dose activation, hits mostly activators | hit rate 0.02% among 330,000;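 note: potency is the fitted concentration of half-maximal effect; 0% = DMSO controls and full agonism = EC100 isoproterenol or metaproterenol; nearly all actives have a fitted effect of over 65% in size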
a7 integrin act – activators of alpha7 integrin expression for muscular dystrophy | AID 624291 | hit rate 0.064% among 350,000 | Potency, µM (doses to about 38.3 µM), for the others: at the top dose activation, most hits filed as activators | alpha7betagal myoblasts, beta-gal FDG fluorescence, 48 h;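 note: potency is the fitted concentration of half-maximal effect; 100% = response of the positive control SU9516; nearly all actives have a fitted effect of over 60% in size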
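alpha7betagal+/- myoblasts (passage 13, 250/well) treated 48 h at 37C with compounds at 1:260 dilution of DMSO stock. Lysed, then beta-galactosidase activity read as FDG fluorescence (ex 480/em 540) after 30 min, with pre-read for autofluorescence.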
S-ASM inh – human S-ASM enzyme inhibition; P17405; placental ASM, HMU-PC fluorogenic substrate, 60 min; Potency, µM (titrated, usually from 57.5 µM), inactives show top-dose activity change, negative = inhibition, usual class: inhibitors; hit rate 0.006% among 340,000; AID 504937; note: potency is the fitted concentration of half-maximal effect
Target sequence (P17405 47-631 limits assumed): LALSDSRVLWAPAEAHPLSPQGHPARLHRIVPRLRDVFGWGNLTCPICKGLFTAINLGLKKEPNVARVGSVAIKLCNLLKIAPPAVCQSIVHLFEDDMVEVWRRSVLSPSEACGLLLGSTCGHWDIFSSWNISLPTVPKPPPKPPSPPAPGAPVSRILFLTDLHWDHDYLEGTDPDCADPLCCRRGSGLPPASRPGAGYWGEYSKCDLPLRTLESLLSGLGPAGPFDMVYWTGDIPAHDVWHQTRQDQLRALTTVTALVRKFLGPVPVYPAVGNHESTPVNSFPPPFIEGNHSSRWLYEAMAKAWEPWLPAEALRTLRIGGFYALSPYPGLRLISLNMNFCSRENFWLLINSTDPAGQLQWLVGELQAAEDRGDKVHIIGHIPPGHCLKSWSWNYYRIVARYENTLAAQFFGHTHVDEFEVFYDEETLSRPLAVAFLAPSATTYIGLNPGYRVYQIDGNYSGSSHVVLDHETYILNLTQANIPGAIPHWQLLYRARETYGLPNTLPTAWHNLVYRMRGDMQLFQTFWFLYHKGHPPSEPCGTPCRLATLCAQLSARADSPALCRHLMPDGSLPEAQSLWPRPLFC
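Human placenta-derived ASM enzyme was preincubated with compound for 10 minutes at room temperature, then given fluorogenic substrate HMU-PC0 (9 uM final) for 60 minutes at 37 °C; a pH 10 stop preceded fluorescence reading at Ex 386/Em 447 nm.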
TSG101-PTAP inh – blocks PTAP/TSG101 interaction to inhibit HIV-1 budding | 340,000 tested, under 10 active | AID 493005 | Potency, µM (series often up to 115 µM), for inactives: top-dose activity change, negative = inhibition, usual class: inhibitors | Q99816 | Fluorescence polarization, FITC-PTAP peptide / Tsg101 binding; active = well fitted inhibition curve with a large enough effect in the main read-out, with a control signal flat, not every such curve was filed as active; inconclusive = small, poorly fitted or top-dose-only effect, or effect the other way, or a change in a side signal; inactive = no such curve, though single readings can be large or run the other way; note: potency is the fitted concentration of half-maximal effect; % of control where 0% means no effect
Target sequence (Q99816 whole entry, looked up): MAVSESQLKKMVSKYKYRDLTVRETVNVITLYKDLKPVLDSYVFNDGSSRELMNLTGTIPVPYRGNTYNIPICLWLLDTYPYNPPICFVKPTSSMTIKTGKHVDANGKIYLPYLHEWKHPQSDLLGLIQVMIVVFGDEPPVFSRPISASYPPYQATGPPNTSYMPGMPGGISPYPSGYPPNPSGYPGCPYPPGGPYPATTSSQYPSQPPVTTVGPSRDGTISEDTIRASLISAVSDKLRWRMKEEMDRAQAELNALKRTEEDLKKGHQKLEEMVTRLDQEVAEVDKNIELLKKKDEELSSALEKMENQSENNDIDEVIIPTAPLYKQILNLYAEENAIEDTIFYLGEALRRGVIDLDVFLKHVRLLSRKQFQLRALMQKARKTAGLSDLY
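Fluorescence polarization binding of Tsg101 binding domain (10 uM final) to FITC-labeled PTAP peptide (50 nM final) in HEPES pH 7.5 buffer with NaCl, Tween 20, EDTA, TCEP. Compounds added before peptide; binding 20 min at RT.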
BRCA1 expr act – increases BRCA1 expression. MCF7-BRCA1-FFLuc reporter, luminescence, 48 h; response scale: scaled: vehicle 0%, 10 µM genistein 100%. Potency, µM (doses to about 46.1 µM), for inactives: top-dose activation, hits mostly activators. hit rate 1.1% among 380,000. AID 624202; note: potency is the fitted concentration of half-maximal effect; nearly all actives have a fitted effect of over 80% in size; some results filed as inactive show a strong effect at the top dose
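MCF7-BRCA1-FFLuc cells, 2000/well in phenol-red-free MEM, attached 2 h then treated 48 h at 37 C. Luciferase luminescence read 15 min after reagent; normalized to genistein maximum activation (10microM) and DMSO, concentration-response fitted.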
USP2a inh – inhibitors of human ubiquitin-specific protease USP2a | Potency, µM (series often up to 38.3 µM), for the others: at the top dose activity change, negative = inhibition, usual class: inhibitors | USP2 core, Ub-CHOP2 coupled fluorogenic reporter, 485/531 | hit rate 0.01% among 330,000 | O75604;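 note: potency is the fitted concentration of half-maximal effect; plate controls were DMSO wells for no effect and full inhibition by NEM control for full effect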
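Deubiquitinase activity read as fluorescence (485/531 nm) after Ub-CHOP2 cleavage activates the enterokinase reporter on its substrate; USP2 core 10nM, Ub-CHOP2 and substrate 25nM each, 30min compound preincubation then 60min RT; data normalized to NEM, curves fitted.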
Eya2 phos inh – blocks the phosphatase activity of human Eya2. Potency, µM (highest dose often 76.9 µM), for inactives: top-dose activity, negative = inhibition, most hits filed as inhibitors. recombinant Eya2, OMFP fluorescence dephosphorylation (OMFP is methylfluorescein phosphate). hit rate 0.006% among 330,000. AID 488837. O00167; note: potency is the fitted concentration of half-maximal effect; % is set by controls: 0 for no effect and ±100 for the full control effect
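Eya2 (0.2 uM) preincubated 10 min at ambient with compound, then OMFP substrate added at 50 uM; 10 min reaction in 50 mM HEPES pH 7.5, 50 mM NaCl, 5 uM MgCl2, 0.05% BSA, 1 mM DTT. Fluorescence read at Ex 485/Em 525 nm.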
ELG1 genotoxic – induces genotoxicity in HEK293T cells with luciferase-tagged ELG1 | HEK293T ELG1-luciferase reporter, luminescence, 16 h | Potency, µM (highest dose often 46 µM), for the others: at the top dose activity change, positive = activation, hits mostly activators | hit rate 1.3% among 330,000; note: potency is the fitted concentration of half-maximal effect; % of control where 0% means no effect; nearly all actives have a fitted effect of over 60% in size
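Luminescence read-out: rising ELG1-luciferase signal, reflecting elevated ELG1 protein under genetic stress, flags genotoxic compounds. Cells were treated for 16 hr at 37 °C before ONE-Glo detection.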
TRPV1 ag – human TRPV1 agonism; TRPV1-expressing cells, Fluo-8 calcium influx, agonist mode; hit rate 0.19% among 320,000; AID 540275; activation, % at 8.33 µM; in the data active = activation above about 80%; inconclusive = between about 30% and that limit; note: 0% is about no effect
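Cells expressing TRPV1 were dye-loaded with Fluo-8 and read kinetically: 10 s baseline, 3 min after compound (agonist portion), then 2 min after EC20 capsaicin (allosteric enhancer portion). Calcium-bound dye fluorescence at 480/520 nm.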
uPA generation – inhibitors of cell surface uPA generation. cell surface uPA generation assay, qHTS. Potency, µM (doses to about 38.3 µM), for inactives: at the highest dose activity change, negative = inhibition, most hits filed as inhibitors. hit rate 0.31% among 330,000; active = well fitted inhibition curve with a large enough effect; inconclusive = small, poorly fitted or top-dose-only effect; inactive = no such curve, though single readings can be large or run the other way; tested in mouse RAW 264.7 cells; note: potency is the fitted concentration of half-maximal effect; % is set by controls: 0 for no effect and ±100 for the full control effect; nearly all actives have a fitted effect of over 55% in size
p53 reactivator – mutant p53 re-activation in reporter cells; H1299 p53-A138V BP100-luciferase reporter, luminescence, 24 h; Potency, µM (titrated, usually from 92.2 µM), for the others: at the top dose activity change, positive = activation, usual class: activators; hit rate 0.063% among 320,000; AID 504706; note: potency is the fitted concentration of half-maximal effect; % of control where 0% means no effect; nearly all actives have a fitted effect of over 45% in size
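p53-null H1299 cells stably carrying temperature-sensitive p53-A138V and a BP100-luciferase reporter were pinned with compounds (4-point, 1:5 series) and held 24 hrs at 37 deg C. Luminescence was read 10 min after detection reagent.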
Numbers without * were called inactive; ? = inconclusive; . = not tested or not shown; & = joins results of further samples; [ ] = another dose, or the depositor's remark. Unless noted, calls come from the whole dose curve; as a rule, active = well fitted curve in the direction sought with a large enough effect; inconclusive = small, poorly fitted or top-dose-only effect, or another doubt; inactive = no such curve, though single readings can be large; an effect the other way counts as inactive or inconclusive.

Molecule | B2AR arrestin | a7 integrin act | S-ASM inh | TSG101-PTAP inh | BRCA1 expr act | USP2a inh | Eya2 phos inh | ELG1 genotoxic | TRPV1 ag | uPA generation | p53 reactivator
O=c1[nH]n2c(C(F)(F)F)cc(C3CC3)nc2c1N=Nc1ccccc1 | 0.1% | -26% | -2% | 0% | -17% | 2% | 16% | -6% | -1 | 1% | -3%
O=C(c1ccc(NS(=O)(=O)c2cccc([N+](=O)[O-])c2)cc1)N1CCN(C(=O)c2ccco2)CC1 | -0.4% | 13% | 2% | -2% | 5% | -1% | -3% | 1% | -3 | -8% | 10%
Nc1ccc(N2CCN(c3ccc(F)cc3)CC2)cc1 | -0.1% | -7% | -1% | -6% | 12% | 4% | 4% | -6% | 1 | -14% | 7%
COc1ccc(C)cc1NC(=O)C(Sc1nnc(Nc2cc(C)ccc2OC)s1)c1ccccc1 (stereo unspecified) | -2.1% | -12% | -12% | 1% | -50% | 5% | -3% | -2% | 2 | 9% | -8%
COc1ncccc1-c1nnn(-c2ccc(F)cc2)n1 | -0.2% | 14% | 3% | . | 43% | 10% | 15% | 9.2µM* | 5 | ? | 22%
COc1ccc(NC(=O)COc2ccc(C(=O)NC3CCCc4ccccc43)cc2OC)cc1 (stereo unspecified) | 0.5% | -27% | -4% | 1% | -1% | -1% | 1% | 4% | -4 | -7% | -7%
CN(Cc1ccccc1)Cc1c[nH]c2ccccc12 | 0.1% | -45% | 1% | 0% | -53% | 1% | -6% | -4% | 1 | -7% | 4%
Cc1c(S(=O)(=O)NC2CCCCC2)c(=O)n(C)c(=O)n1C | 0.1% | 7% | -2% | -2% | 11% | 0% | -16% | 0% | 0 | 3% | -1%
N#Cc1ccccc1COC(=O)c1cc(=O)c2ccccc2o1 | 0.3% | -11% | 1% | -2% | -28% | 2% | 5% | 4% | 1 | 1% | 24%
COc1ccc(N(C(=O)Cn2nnc(-c3ccc(Cl)cc3)n2)C(C(=O)NCC2CCCO2)c2ccncc2)cc1 (stereo unspecified) | 0.1% | 0% | -2% | 0% | -25% | 0% | -6% | 0% | 5 | 4% | 1%
Cc1ccc(N2C(=O)/C(=C/c3ccco3)SC2=S)cc1 | -0.5% | -14% | -11% | 1% | 65% | 4% | -2% | 10% | -2 | 0% | 2%
Cc1cc(C(=O)N/N=C/c2cccnc2)c(C)o1 | -0.1% | 0% | 2% | -3% | -1% | 1% | 5% | 0% | 2 | -1% | 6%
COc1ccccc1C(=O)NNC(=O)c1ccc(C)cc1 | -0.3% | 2% | -1% | -3% | 20% | 2% | 1% | ? | 29 | -6% | .
COc1ccc(C(=O)Nc2ccc(NC(=O)c3ccccc3F)cn2)cc1 | 0.4% | 4% | 4% | 0% | -1% | 4% | -4% | 7% | -1 | 2% | 4%
CCN(CC)Cc1c(C(=O)N/N=C/c2cccs2)nnn1-c1nonc1N | -0.3% | 1% | -13% | 0% | 11% | -2% | -5% | -3% | 6 | 3% | -4%
N#C/C(=C\c1ccc(OC(=O)c2ccc(Cl)s2)cc1)c1nc2ccccc2[nH]1 | -0.8% | 3% | 59%[activator] | -2% | 92% | 4% | 5% | ? | 22 | -7% | ?
O=C(Nc1ccccc1)c1ccc2nc(-c3ccco3)c(-c3ccco3)nc2c1 | 0.8% | -59%[inhibitor] | 21% | -9% | 9%&4% | ? | -2% | -26% | -6 | . | 9%
CC1Sc2ccc(C(=O)Nc3cc(S(C)(=O)=O)ccc3Cl)cc2NC1=O (stereo unspecified) | 0.0% | 14% | 0% | 1% | -24% | -4% | -19% | ? | -7 | 2% | 13%
Clc1cccc(-c2nc(NCC3CCCO3)c3ccccc3n2)c1 (stereo unspecified) | -0.6% | ? | -4% | -3% | -29% | -1% | -1% | -8% | ? | . | -1%
O=C(NC1CCCCCC1)c1ccc2nc3cc(Cl)ccc3c(=O)n2c1 | -0.3% | 22% | 386%[activator] | -1% | 29% | 3% | 2% | 0% | 28 | -3% | 3%
COc1ccc(/C(O)=C2/C(=O)C(=O)N(CC3CCCO3)C2c2ccc(O)c(OC)c2)cc1 (stereo unspecified) | 0.0% | -20% | -1% | -8% | -22% | 0% | -8% | -2% | -2 | 3% | 1%
CCn1c(SCC(=O)N2CCCC(C)C2)nc2c1c(=O)n(C)c(=O)n2C (stereo unspecified) | -0.2% | -18% | 1% | -5% | 6% | 1% | 8% | -5% | -4 | -3% | -2%
CC(OC(=O)C1CCN(S(=O)(=O)c2ccc(Cl)cc2)CC1)C(=O)N1CCc2ccccc21 (stereo unspecified) | 0.3% | 14% | 2% | -4% | -19% | 0% | -7% | -14% | 0 | -4% | -5%
CN(C(=O)COC(=O)c1ccc(Cl)c(S(=O)(=O)N2CCCCCC2)c1)C1CCS(=O)(=O)C1 (stereo unspecified) | -1.0% | -23% | 0% | -7% | -5% | 3% | -1% | -1% | . | -13% | 2%
COc1cccc(OC)c1C(=O)OCC(=O)N(c1ccccc1)C1CCCCC1 | 0.1% | -5% | 0% | 1% | -18% | -2% | -12% | -5% | 10 | -6% | -1%
CCC(Sc1nc(=O)cc(N)n1-c1ccccc1)C(=O)Nc1cc(C)on1 (stereo unspecified) | -0.9% | 0% | 4% | -4% | 0% | 2% | -5% | 3% | 1 | 5% | 2%
COc1cc(N=c2ssnc2Cl)c(OC)cc1Cl | -2.3%&0.0% | 25%&-80% | -1%&-2% | 3%&-3% | -15%&-17% | -2%&-1% | 0%&13% | -3%&-9% | 1&0 | -1%&-12% | -32%[inhibitor]
COc1ccc(C(=O)N=c2sc3ccccc3n2C)cc1 | 0.0% | -24% | 2% | -5% | -16% | 2% | 5% | ? | ? | -5% | 1%
O=C(O)CCC(=O)Nc1ccc(Cc2ccc(NC(=O)CCC(=O)O)cc2)cc1 | -0.2% | 12% | 2% | -12% | -2% | 1% | -27% | -1% | -3 | 10% | -1%
C=CCNC(=O)c1sc(SC)cc1-c1ccc(Cl)cc1 | 0.0% | 19% | -5% | 0% | -26% | -1% | -36% | -4% | ? | -1% | -8%
CC(=O)c1ccc(OCCCC(=O)Nc2ccc3c(c2)OCCO3)cc1 | -0.2% | -16% | 0% | 0% | -8% | 4% | 18% | 16% | 18 | -21% | 0%
COc1ccc(CNc2nnnn2C)cc1 | -0.9% | -14% | 2% | 0% | 9% | -1% | -12% | -2% | 0 | 0% | 1%
COc1ccccc1C(=O)C1CCCN(Cc2ccc3c(c2)OCCO3)C1 (stereo unspecified) | 0.3% | -10% | 0% | 0% | 0% | 4% | 4% | -8% | 1 | 7% | -5%
O=C(COC(=O)c1ccc(CO)cc1)Nc1ccc2ccccc2c1 | 0.4% | -13% | 2% | 2% | 15% | 1% | -27% | 2% | 0 | 13% | ?
Nc1ccc(Cl)cc1/C(=N/O)c1ccccc1 | -0.3% | -18% | -1% | -9% | -13% | 3% | -14% | 1% | 1 | 2% | -4%
Cc1c(C(=O)NCc2ccco2)cccc1[N+](=O)[O-] | -0.3% | -3% | 4% | 0% | -10% | 5% | -8% | 0% | 2 | -3% | 4%
CCC1(COC(NC(=O)c2cccnc2)(C(F)(F)F)C(F)(F)F)COC1 | -0.1% | -9% | 1% | -3% | 13% | 3% | 10% | 2% | -1 | -1% | -6%
O=C(CNC(=O)c1ccc(Cl)cc1)c1ccc(Br)cc1 | 0.5% | 0% | 4% | -1% | 72% | -1% | 3% | 6% | -1 | 2% | 4%
O=C(CCNS(=O)(=O)c1ccc(Cl)cc1)NCc1cccs1 | 0.2% | 29% | 2% | -6% | 0% | -1% | -11% | -11% | 4 | -2% | -3%
Cc1ccc(CNC(=O)COC(=O)c2cnccn2)cc1 | 0.5% | 7% | 4% | -9% | 3% | 3% | -7% | 1% | -1 | . | 9%
Cc1ccc(NC(=O)c2ncn(CC(=O)N[C@H](CO)Cc3c[nH]c4ccccc34)n2)cc1C | 0.1% | 0% | -11% | 0% | 46% | 1% | 7% | 10% | . | -22% | 12%
COc1ccc(C2NC(=O)C(C#N)=C(S)N2c2ccc(C)cc2)cc1OC (stereo unspecified) | -0.8% | -35% | 0% | -5% | 26% | -1% | -1% | 2% | -3 | -25% | 0%
CCSC1=C(C#N)C(c2ccc(OC)c(OC)c2)CC(=O)N1 (stereo unspecified) | -0.9% | 22% | 2% | -1% | -1% | 0% | 16% | 6% | -1 | -6% | -10%
